# Screening data as filed in PubChem BioAssay.
# DAX1 inh-1: DAX1 (NR0B1) inhibitors on StAR promoter, primary screen, cell-based, luminescence, SF-1 (NR5A1), full-length DAX-1 | HEK293T StAR-luciferase reporter, SF-1/DAX-1 repression relief | inhibition, % at 6.8 µM | hit rate 1.1% among 370,000 | AID 652010, 2013;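 active = inhibition above the mean over all tested compounds plus 3 SD, cut at about 3.6% in these data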;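 also: 0% = DAX-1 cells with DMSO and 100% = cells lacking DAX-1 with DMSO; higher inhibition means more luminescence from relief of DAX-1 repression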
# SMARCA2 act: SMARCA2 (BRM) function activators, primary screen, cell-based, luminescence, high throughput; MG213 cells, MMTV-luciferase reporter, dexamethasone, overnight; activation, % at 9.1 µM; hit rate 1% among 370,000; in the data active = activation above about 7.8%;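 also: 0% = vehicle wells and 100% = reference activator wells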
# HGIII-sPLA2 inh: human group III sPLA2 inhibitors, primary screen, biochemical, QFRET, BODIPY PC-A2 liposome substrate; AID 743126, 2013; QFRET BODIPY PC-A2 liposome hydrolysis, fluorescence; inhibition, % at 12.2 µM; hit rate 0.56% among 370,000;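 active = inhibition above mean plus 3 SD of compounds lying within the high and low control bounds, cut at about 19% in these data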;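 also: 0% = median of test compound wells and 100% = no enzyme DMSO wells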
# Target sequence (Q9NZ20 whole entry, looked up): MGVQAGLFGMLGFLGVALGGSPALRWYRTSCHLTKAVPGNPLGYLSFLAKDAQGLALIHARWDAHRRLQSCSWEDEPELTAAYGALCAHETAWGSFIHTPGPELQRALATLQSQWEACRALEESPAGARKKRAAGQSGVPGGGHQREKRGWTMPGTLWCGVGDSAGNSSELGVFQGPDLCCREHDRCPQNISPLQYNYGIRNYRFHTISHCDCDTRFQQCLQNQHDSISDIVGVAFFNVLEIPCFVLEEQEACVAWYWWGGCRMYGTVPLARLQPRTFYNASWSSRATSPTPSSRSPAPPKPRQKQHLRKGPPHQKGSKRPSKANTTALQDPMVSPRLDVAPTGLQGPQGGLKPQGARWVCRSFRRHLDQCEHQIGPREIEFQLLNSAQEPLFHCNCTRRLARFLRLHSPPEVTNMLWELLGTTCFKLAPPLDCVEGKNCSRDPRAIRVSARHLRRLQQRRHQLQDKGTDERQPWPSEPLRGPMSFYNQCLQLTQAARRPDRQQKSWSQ
# NPR1 activator: GC-A stimulated cGMP production enhancers – HEK293 GC-A cells, cGMP TR-FRET, EC30 ANP, primary screen. Atrial natriuretic peptide receptor 1 (Homo sapiens), P16066. 0% at EC30 ANP, 100% saturating ANP. activation, % at 10 µM. hit rate 0.14% among 370,000. AID 1671463, 2021; in the data active = activation above about 40%
# GAA850 FXN act: FXN promoter activators, primary screen, cell-based, luciferase luminescence, HEK293 lucGAA850; AID 540364, 2011; HEK293 lucGAA850 FXN promoter luciferase reporter, 24 h; percent of 10 µM SAHA response; activation, % at 6 µM; hit rate 0.56% among 360,000;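 active = activation above the average of all compounds screened plus 3 SD, cutoff fixed separately per campaign, cut at about 7.5% in these data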;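 also: 0% = DMSO wells and 100% = 10 µM SAHA wells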
# DAX1 inh-2: DAX1 (NR0B1) inhibitors, primary screen, cell-based, HEK293, Gal4-DAX1, luciferase luminescence; hit rate 0.99% among 340,000; inhibition, % at 6.75 µM; HEK293 Gal4-DAX1 luciferase reporter; AID 504766, 2011;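 active = inhibition above the mean over all tested compounds plus 3 SD, cut at about 4.2% in these data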;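 also: 0% = DAX1-transfected cells with DMSO and 100% = empty-vector control cells with DMSO; inhibition shows as a rise in luminescence from relieved DAX1 repression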
# Target sequence (P51843 207-470 limits assumed): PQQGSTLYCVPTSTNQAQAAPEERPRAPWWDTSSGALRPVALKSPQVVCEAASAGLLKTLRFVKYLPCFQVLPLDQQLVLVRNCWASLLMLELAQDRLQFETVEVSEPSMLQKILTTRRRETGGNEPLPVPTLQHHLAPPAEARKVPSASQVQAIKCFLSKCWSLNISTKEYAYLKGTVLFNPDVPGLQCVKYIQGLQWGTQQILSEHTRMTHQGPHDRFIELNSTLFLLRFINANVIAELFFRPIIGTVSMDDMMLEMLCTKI
# ssDAF12 agonist: S. stercoralis DAF-12 nuclear receptor activators, primary screen, cell-based, luminescence, HEK293, GRIP1 co-expression, lit1-tk-luc; Nuclear hormone receptor DAF-12 (Strongyloides stercoralis); HEK293 ssDAF-12/GRIP1 lit1-tk-luc reporter; % of 3 µM dafachronic acid response; activation, % at 6.8 µM; hit rate 1% among 370,000;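 active = activation above the mean over all tested compounds plus 3 SD, cut at about 0.9% in these data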;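 also: 0% = DMSO-only wells and 100% = 3 µM delta7-dafachronic acid wells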
# hgDAF-12 ag: H. glycines DAF-12 receptor agonists, primary screen, cell-based, luminescence, HEK293, GAL4 fusion, UAS-luciferase; Nuclear hormone receptor DAF-12 (Heterodera glycines), GAL4 fusion; HEK293 GAL4-hgDAF12 UAS-luciferase reporter, agonist luminescence; normalized to butyrate control; activation, % at 6.8 µM; hit rate 1.8% among 370,000; AID 687014, 2013;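 active = activation above a cutoff set at the mean of all screened compounds plus 3 SD, cut at about 10% in these data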;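 also: 0% = DMSO wells and 100% = sodium butyrate wells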
# proKLK7 act: proKLK7 zymogen activators, primary screen, biochemical, fluorescence intensity. Kallikrein-7 (Homo sapiens), P49862. purified proKLK7, EDANS-DABCYL substrate fluorescence; 100% is mature enzyme control, 0% vehicle. activation, % at 7 µM. hit rate 0.9% among 370,000. AID 652039, 2013;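 active = activation above the mean of all tested compounds plus 3 SD, computed per campaign excluding outliers beyond control limits, cut at about 13% in these data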
# Target sequence (P49862 whole entry, looked up): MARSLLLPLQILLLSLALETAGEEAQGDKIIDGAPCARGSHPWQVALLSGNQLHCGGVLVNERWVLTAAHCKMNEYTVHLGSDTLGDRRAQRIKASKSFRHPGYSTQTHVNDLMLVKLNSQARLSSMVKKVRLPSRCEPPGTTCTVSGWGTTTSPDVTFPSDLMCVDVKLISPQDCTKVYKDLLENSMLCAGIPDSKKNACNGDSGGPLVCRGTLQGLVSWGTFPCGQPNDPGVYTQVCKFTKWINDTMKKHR
# hcDAF12 agonist: H. contortus DAF-12 nuclear receptor activators, primary screen, cell-based, luminescence, HEK293, lit1-tk-luc reporter. HEK293 hcDAF-12 lit1-tk-luc reporter; 0% DMSO, 100% Δ7-dafachronic acid. activation, % at 6.8 µM. hit rate 1.4% among 370,000. AID 652067, 2013;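 active = activation above the mean of all tested compounds plus 3 SD, cut at about 5.5% in these data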;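 also: 100% = response to 3 µM Δ7-dafachronic acid high control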
# NPR2 activator: human GC-B receptor activators, primary screen, HEK293 GC-B cells, cGMP TR-FRET, EC30 CNP. hit rate 0.11% among 370,000. Atrial natriuretic peptide receptor 2 (Homo sapiens), P20594. AID 1920062, 2024. 0% at EC30 CNP, 100% saturating CNP. activation, % at 10 µM;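 active = activation at 10 µM reaching about 35% in either raw or pattern-adjusted values, limit read from the data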
# The depositor's hits bear a star; . = not tested or not shown.
SMILES,DAX1 inh-1,SMARCA2 act,HGIII-sPLA2 inh,NPR1 activator,GAA850 FXN act,DAX1 inh-2,ssDAF12 agonist,hgDAF-12 ag,proKLK7 act,hcDAF12 agonist,NPR2 activator
CCc1ccc(OCCNC(=O)c2ccccc2SCc2ccc(F)cc2)cc1,-1.8,-4.9,-8.9,-1.3,-0.5,0.4,-1.7,-0.6,-0.2,-0.5,0.2
FC(F)(F)c1ccccc1Cn1ccc2ccc(-c3ccc4ccn(Cc5ccccc5)c4c3)cc21,0.0,-2.0,1.4,1.8,.,.,-0.9,4.3,-5.4,0.3,0.5
O=C(Nc1nc(-c2ccc3c(c2)OCCO3)cs1)c1ccco1,12.4*,3.9,1.8,0.0,2.4,1.1,0.7,14.2*,0.4,10.0*,-3.4
O=C(c1ccccc1[N+](=O)[O-])N1CCCC(C(=O)N2CCCCCC2)C1 (stereo not given),0.0,-2.9,-0.9,-3.7,-1.1,-0.8,-1.4,1.6,-1.1,-1.5,6.8
CN(C)CCNC(=O)c1onc(CSc2ccc(F)cc2)c1C(=O)NCCN(C)C,0.7,1.3,9.7,3.9,-0.9,0.7,-1.1,0.6,0.4,-0.9,-0.1
NS(=O)(=O)c1ccc(CCNc2cc(=O)n(Cc3ccc(F)cc3)c(=O)[nH]2)cc1,0.5,-0.1,-2.0,-0.1,-1.3,1.5,-1.4,-0.1,-5.6,-1.2,2.9
O=C(c1cc(COc2ccc(F)c(F)c2)on1)N1CCN(C2CCCCC2)C(=O)C1,-2.3,-3.6,-25.8,-0.6,0.0,0.2,-1.3,1.7,0.1,1.2,0.6
CC(/C=N\NC(=O)c1cc(C)oc1C)=C\c1ccccc1,1.4,4.1,-4.2,3.1,4.1,0.5,-1.1,5.7,-0.3,-1.4,-1.4
CCOC(=O)c1c(NC(=O)CSc2nnc(-c3ccc(Cl)cc3)o2)sc2c1CCC2,-0.4,-3.3,12.9,-0.1,0.7,0.0,-1.1,1.8,-0.2,0.4,-2.9
CCCCCN(C(=O)CCC(=O)OCc1ccccc1C(F)(F)F)c1c(N)n(CCCC)c(=O)[nH]c1=O,0.8,-1.3,-0.2,-1.9,1.5,2.1,-1.3,1.2,0.2,-1.0,0.6
C=CCn1c(SCC(=O)NC2CCCCC2)nnc1-c1ccccn1,-1.1,-4.5,0.8,1.9,1.2,-1.0,-0.9,-0.9,0.3,-0.5,-15.8
Cc1nn2c3ccccc3nc2n(C)c1=O,0.6,0.6,9.8,4.0,-0.1,0.5,-0.6,-0.1,0.1,-1.1,7.5
CCN1CCN(Cc2nc3c(c(=O)n(C)c(=O)n3C)n2CCc2ccccc2)CC1,0.4,1.3,-2.3,0.6,0.1,0.3,-0.8,0.9,0.1,-0.3,-6.2
CCOC(=O)c1c(C)nc2sc3c(=O)n(-c4ccc(OC)cc4)nnc3c2c1-c1ccc(OC)cc1,-0.1,-1.4,2.6,-1.7,-1.1,-0.2,-1.6,0.7,-0.1,-0.3,-2.7
O=C(NCCCNC(=O)c1ccco1)c1ccco1,-0.6,-4.4,-2.9,2.3,3.6,0.4,-0.9,0.6,-1.2,-2.0,1.2
CC(C)CCN(C(=O)C1=COCCO1)c1c(N)n(Cc2ccccc2)c(=O)[nH]c1=O,0.7,-1.6,4.2,2.5,0.8,0.2,-1.3,-1.5,-1.1,-2.3,8.8
Nc1nonc1-n1nnc(C(=O)N/N=C/c2ccccn2)c1CNc1ccccc1,-1.7,1.4,-9.1,-1.6,0.9,0.2,-1.6,0.7,0.5,-2.1,-3.5
COc1ccc2c(c1)OC[C@H]1[C@H]2N2C(=O)CN(Cc3ccco3)C(=O)[C@@]2(C)[C@H]1c1ccccc1,0.8,-1.4,-5.4,-2.2,-1.5,0.1,-1.2,-1.6,0.9,-1.0,-8.6
COc1ccc(Cl)cc1CC=NNC(=O)c1ccncc1,-0.3,-1.3,-6.8,1.1,0.5,2.8,-1.0,1.0,-0.3,-0.3,-2.5
NC(=O)c1c(NC(=O)c2ccccc2Cl)sc2c1CCC2,-0.3,1.8,-0.9,3.2,4.0,1.2,-1.0,1.4,-3.5,0.4,-6.0
CCOC(=O)c1ccc(S(=O)(=O)N2CCC(C(=O)Nc3nnc(C)o3)CC2)cc1,-0.3,0.6,3.7,3.9,1.1,-1.2,-0.7,1.7,0.8,-0.7,3.2
CCC(=O)N1CCCc2cc(S(=O)(=O)CCC(=O)Nc3ccccc3C)ccc21,-0.3,-2.3,8.1,3.1,-0.1,0.8,-1.2,2.4,0.4,0.1,3.3
CC1C(=O)N(Cc2cn(Cc3ccco3)nn2)CCS(=O)(=O)N1Cc1ccc(-c2cccc(N(C)C)c2)cc1 (stereo not given),-1.2,-2.2,-17.5,-0.2,-0.2,-0.9,-1.6,-1.4,-1.5,-1.2,-2.7
O=C(NNC(=S)NC(=O)c1cn(-c2ccccc2)nc1-c1ccccc1)c1ccncc1,-0.9,-4.3,19.6*,-0.5,-2.4,-0.5,-1.8,2.2,0.0,-2.8,-5.0
N#CCCN(C(=O)COC(=O)CCC(=O)c1cccs1)c1ccccc1,-1.8,0.5,-4.2,1.2,-1.9,-0.5,-0.5,1.2,-0.2,-0.8,-4.1
COc1cccc(C(=O)CSc2nnc(CNS(C)(=O)=O)n2-c2ccc(C)cc2)c1,0.6,1.4,-36.0,-0.2,0.0,-1.0,-0.6,-2.7,-0.1,-1.5,-5.9
COC(=O)c1ccc(CNC(=O)COC(=O)CCC2CCCC2)cc1,0.5,0.1,-2.7,2.6,1.4,0.1,-0.8,1.3,-0.5,-2.4,2.8
O=C(CSCc1ccc(Cl)cc1)N/N=C/c1ccccc1,0.0,-2.5,-6.7,-1.5,0.4,0.3,-0.9,-0.2,0.2,-1.7,2.5
CC(=O)c1ccc(NC(=O)C(C)OC(=O)C2CC(=O)N(c3ccc4c(c3)OCCO4)C2)cc1 (stereo not given),0.2,-0.5,-0.9,-0.3,0.5,0.4,-0.9,0.1,0.6,-1.7,1.3
CCN(CC)CCn1c(=N)n(CC(O)c2ccc(OC)c(OC)c2)c2ccccc21 (stereo not given),-0.6,-0.7,7.3,0.4,2.4,1.0,-0.8,2.6,0.8,-2.0,-2.6
CC(C)(C)c1ccc(OCCCC(=O)Nc2cccc(S(=O)(=O)N3CCOCC3)c2)cc1,0.1,-4.0,-28.1,-5.5,2.1,-3.7,-1.1,0.5,-0.1,-2.3,5.2
C=CCn1c2ccccc2c2nnc(SCc3[nH]c(=O)[nH]c3C(=O)CCCCC(=O)OCC)nc21,0.0,-1.6,4.4,-6.4,-1.4,-0.7,-0.6,-2.6,-0.6,-1.1,-2.4
O=C(c1ccc(Cl)cc1Cl)N1CCN(c2ccc(N3CCOCC3)nn2)CC1,-2.0,-0.9,2.1,-0.5,-0.2,-0.9,-1.1,-4.6,7.0,-1.6,-1.1
Cc1nnc(SCC(=O)Nc2ncc3c(n2)CC(c2ccccc2)CC3=O)s1 (stereo not given),0.1,-1.2,-3.3,-6.4,-1.3,1.7,-1.5,2.0,0.4,-0.4,-1.2
O=C(c1cccc(Cl)c1)N1CCC2(CC1)NCCc1[nH]cnc12,0.1,-1.2,4.6,-1.3,1.4,-1.1,-0.7,3.0,-0.8,-0.5,4.1
O=C(OCc1ccc(Br)cc1F)c1cc2ccccc2oc1=O,0.3,-0.6,-3.3,-3.2,0.0,-0.4,-0.3,2.8,0.0,0.8,-5.5
O=C(c1ccco1)N1CCN(C(=O)c2cnn3c2NC(c2cccs2)CC3C(F)(F)F)CC1 (stereo not given),0.1,-3.7,8.0,-6.1,-0.2,-0.3,-1.4,-2.1,0.4,-2.8,-2.0
CCCCNC(=O)c1onc(CSc2cccc(C)c2)c1C(=O)O,0.1,0.7,4.4,1.0,-0.4,-0.4,-0.5,-0.6,-0.2,-1.5,6.5
CCOC(=O)N1CCC(NC(=O)CSc2cc(=O)n(CC)c3ccccc23)CC1,0.7,-1.1,-4.3,3.3,-0.4,0.3,-0.3,-1.3,-0.1,2.7,-3.9
CCSc1ccc(-c2nn(-c3ccccc3)cc2/C=C(/C#N)C(=O)NCCCOC)cc1,-0.4,-2.9,-1.5,-1.1,0.7,-0.1,-1.0,-1.7,-1.2,3.7,-10.7
COc1cc(NC(=O)C2CC(=O)N(Cc3ccco3)C2)c(OC)cc1Cl (stereo not given),-0.4,-0.6,-1.8,1.4,-0.4,-0.8,-0.4,-3.2,-0.2,1.9,-6.4
O=C1c2ccccc2C(=O)N1SC1CCCCC1,-0.6,0.8,-4.7,6.2,-6.4,-1.0,-1.5,-4.0,0.0,-2.3,6.6
CCC(=O)Nc1ccc(/C(C)=N/NC(=O)c2c(Br)c(C)nn2C)cc1,0.3,-1.4,8.0,-1.1,0.6,0.7,-0.7,0.1,-0.9,-0.1,0.5
COc1ccc(N2CCN(C(=O)[C@@H]3CCCN3C3=NS(=O)(=O)c4ccccc43)CC2)cc1,-2.5,-3.0,15.0,1.0,0.2,-0.7,-0.8,-2.9,-0.2,-0.5,-0.8
Cc1ccc(C(=O)NCC(=O)OCCOc2cccc(Cl)c2)cc1,0.3,0.2,-6.4,-1.2,1.0,1.4,-1.5,-3.0,-0.1,0.1,-4.1
COc1ccccc1N1CCN(C(=O)c2ccc(CN3CCc4ccccc4C3)cc2)CC1,-0.6,-1.7,-11.1,4.9,-0.1,-1.9,-1.5,-0.3,0.6,-1.5,1.1
CCOc1ccc(OCCCC(=O)Nc2nc3ccccc3[nH]2)cc1,-0.3,-2.8,-2.1,3.4,-2.4,-0.3,-2.2,1.2,-0.4,-1.5,0.6
Nc1ncnc2c1ncn2[C@@H]1O[C@H](CCC(=O)NCc2ccccc2)[C@@H](O)[C@H]1O,0.2,-1.5,3.8,3.2,.,.,-1.2,2.8,0.5,1.2,-0.3

# Full records as entered above. Screens in order: DAX1 inh-1, SMARCA2 act, HGIII-sPLA2 inh, NPR1 activator, GAA850 FXN act, DAX1 inh-2, ssDAF12 agonist, hgDAF-12 ag, proKLK7 act, hcDAF12 agonist, NPR2 activator
# O=C(c1ccco1)N1CCN(C(=O)c2cnn3c2NC(c2cccs2)CC3C(F)(F)F)CC1 (stereo not given) in the list: 0.1, -3.7, 8.0, -6.1, -0.2, -0.3, -1.4, -2.1, 0.4, -2.8, -2.0
# CCSc1ccc(-c2nn(-c3ccccc3)cc2/C=C(/C#N)C(=O)NCCCOC)cc1 in the list: -0.4, -2.9, -1.5, -1.1, 0.7, -0.1, -1.0, -1.7, -1.2, 3.7, -10.7
